ARFGAP1 inhibitor – inhibitors of rat ARFGAP1 GAP activity, primary screen, biochemical, fluorescence polarization, GDP tracer; 360,000 compounds, 0.26% hits; Arfgap1-stimulated ARF1 GTP hydrolysis, GDP FP detection; ADP-ribosylation factor GTPase-activating protein 1 (Rattus norvegicus), Q62848; inhibition, % at 16.5 µM;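 active = inhibition above a per-plate limit, mean inhibition of low control wells plus 3 SD, cut at about 25% in these data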;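 note: 0% = DMSO wells with enzyme and 100% = wells lacking Arfgap1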
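Assay system: Rat Arfgap1 GAP domain (His6, aa 1-136), purified enzyme | Buffer or medium: HEPES 25 mM pH 7.5, NaCl 150 mM, MgCl2, DTT | Schedule: GTP hydrolysis reaction 2 h at 25 °C | Signal: FP of antibody-bound GDP Alexa 633 tracer, ex 620/em 688 nm | Measure: Percent inhibition of Arfgap1-stimulated GTP hydrolysis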
Tn7 DDE FP – inhibitors of Tn7 peptide binding to fibrin DD(E), primary screen, biochemical, fluorescence polarization, human fibrin, Tn7 probe. inhibition, % at 8.3 µM. 370,000 compounds, 0.13% hits. AID 720508, 2013. Fibrinogen beta chain (Homo sapiens), P02675. FP displacement of FITC-Tn7 peptide from fibrin DD(E); 0% = median of compound wells per plate;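 active = inhibition above the mean of compounds falling within the control limits plus 3 SD of them, cut at about 14% in these data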;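 note: 0% = plate median of compound wells and 100% = 10 µM Aha-Tn7 peptide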
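system = human fibrin DD(E) protein | quantity = DD(E) 2 µM final | medium = Tris/NaCl/CaCl2 buffer, pH 7.8 | also added = labelled Tn7 tracer, 0.1 µM | compound dosing = single point at 8.3 µM | timing = compound with protein 10 min, then 3 h after probe, room temperature | signal = FP measurement | benchmarks = Aha-Tn7 high control | repeats = one replicate per compound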
PLCb3 inh – human PLC-beta3 inhibitors, primary screen, biochemical, fluorescence; 1-phosphatidylinositol 4,5-bisphosphate phosphodiesterase beta-3 (Homo sapiens), Q01970; Purified PLC-beta3, fluorogenic substrate; inhibition, % at 12.2 µM; 370,000 compounds, 0.18% hits; in the data active = inhibition above about 11%;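 note: 0% = median of compound wells on plate and 100% = full blocker control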
Rev-erbA mod – modulators of Rev-erb alpha DNA binding, primary screen, biochemical, FITC-DNA, fluorescence polarization, uHTS | Nuclear receptor subfamily 1 group D member 1 (Homo sapiens), P20393 | 370,000 compounds, 0.79% hits | Rev-erbα–FITC-DNA binding, 90 min | activity, % at 10 µM | AID 1259318, 2017;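 active = activity above about 14%, limit read from the data; passing the limit was not always enough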;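 note: 0% = DMSO wells with 35 nM protein and 100% = DMSO wells with 750 nM protein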
ASAP1 GAP inh – inhibitors of human ASAP1 ArfGAP activity, primary screen, biochemical, fluorescence polarization | AID 624377, 2012 | inhibition, % at 16.5 µM | 360,000 compounds, 0.19% hits | ASAP1-stimulated ARF1 GTP hydrolysis, GDP FP detection | Arf-GAP with SH3 domain, ANK repeat and PH domain-containing protein 1 (Homo sapiens), …; in the data active = inhibition above about 25%;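 note: 0% = vehicle with enzyme and substrate and 100% = no enzyme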
HGIII-sPLA2 inh – human group III sPLA2 inhibitors, primary screen, biochemical, QFRET, BODIPY PC-A2 liposome substrate; QFRET BODIPY PC-A2 liposome hydrolysis, fluorescence; inhibition, % at 12.2 µM; 370,000 compounds, 0.56% hits; AID 743126, 2013;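 active = inhibition above mean plus 3 SD of compounds lying within the high and low control bounds, cut at about 19% in these data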;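 note: 0% = median of test compound wells and 100% = no enzyme DMSO wells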
DDE Tn6 FP inh – inhibitors of Tn6 peptide binding to fibrin DD(E), primary screen, biochemical, fluorescence polarization, human fibrin, Tn6 probe | inhibition, % at 8.3 µM | AID 720509, 2013 | Fibrin DD(E) TRITC-Tn6 fluorescence polarization displacement | 370,000 compounds, 0.21% hits;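 active = inhibition above a per-campaign cutoff: mean of compounds within control limits plus 3 SD, cut at about 15% in these data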;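 note: 0% = median of all compound wells on the plate and 100% = blocking peptide control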
PLC-gamma1 inh – PLC-gamma1 enzyme inhibitors, primary screen, biochemical, fluorescence, purified enzyme | fluorogenic substrate | inhibition, % at 12.2 µM | 370,000 compounds, 0.84% hits | AID 720700, 2013; in the data active = inhibition above about 9.5%
KLK7 zymogen act – proKLK7 zymogen activators, primary screen, biochemical, fluorescence intensity; 370,000 compounds, 0.9% hits; activation, % at 7 µM; Kallikrein-7 (Homo sapiens), P49862; purified proKLK7, EDANS-DABCYL substrate fluorescence; 100% is mature enzyme control, 0% vehicle; AID 652039, 2013;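 active = activation above the mean of all tested compounds plus 3 SD, computed per campaign excluding outliers beyond control limits, cut at about 13% in these data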
UHRF1 MBD2 ctr – UHRF1 methylated DNA binding inhibitors, primary screen, counter-screen for MBD2 inhibitor project, biochemical, TR-FRET, human UHRF1, single concentration. 370,000 compounds, 0.75% hits. inhibition, % at 4.4 µM. UHRF1 binding to methylated oligo. E3 ubiquitin-protein ligase UHRF1 (Homo sapiens), Q96T88; in the data active = inhibition above about 21%;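 note: UHRF1 SRA domain binding a hemimethylated CpG hairpin DNA probe; 0% = median of test compound wells and 100% = reference inhibitor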
Numbers without * were called inactive; x = not tested or not shown; & = joins results of further samples.

SMILES	ARFGAP1 inhibitor	Tn7 DDE FP	PLCb3 inh	Rev-erbA mod	ASAP1 GAP inh	HGIII-sPLA2 inh	DDE Tn6 FP inh	PLC-gamma1 inh	KLK7 zymogen act	UHRF1 MBD2 ctr
COc1cc(-n2c(C)nc3cc(C(=O)N4CCN(C(C)=O)CC4)ccc32)cc(OC)c1OC	x	2	1	6	x	4	4	-1	-0.1	1
Cc1ccccc1OCCCCN1CCCCC1	-4	-2	-5	3	-1	13	-5	-4	-0.5	3
CCn1c(-c2ccoc2C)n[nH]c1=S	-9	-5	8	-3	14	18	1	1	-0.1	2
O=[N+]([O-])c1cccc(-c2cc(C(F)(F)F)n3nc(-c4ccccc4)cc3n2)c1	11	4	-8	10	7	2	4	-2	0.4	-2
Cc1ccc2[nH]c(=O)c(CN(CCCN(C)C)C(=S)NCCc3ccccc3)cc2c1	11	0	-5	0	-23	0	5	-1	0.6	-1
O=C(NC1CCCCC1)C(c1cccnc1)N(C(=O)c1csnn1)C1CCCC1 (stereo not given)	-6	7	-2	-4	-4	-1	11	0	0.5	-1
OC1CCCN(c2c3c(nc4cc(-c5cccc(Cl)c5)nn24)CCC3)C1 (stereo not given)	1	-5	-192	3	4	-14	1	-122	1.6	4
Cc1ccc(C(=O)O)cc1-c1ccc(/C=C2\SC(=O)N(CC(=O)Nc3ccc4c(c3)OCO4)C2=O)o1	4	0	-80	5	-5	-18	-6	-51	-0.3	13
CC1(C)Cc2c(sc3nc4n(-c5ccccc5)cnn4c(=O)c23)CO1	-9	3	-2	8	7	1	3	1	0.1	-1
CC(=O)c1ccc(N(C(=O)Cn2nnc(-c3ccccc3)n2)C(C(=O)NC2CCCCC2)c2ccccn2)cc1 (stereo not given)	19	-10	1	-3	2	-1	-2	1	0.3	6
O=C(CSc1nnc(-c2ccccc2O)o1)N1CCCCC1	-11	6	-10	0	0	-8	1	-2	0.2	0
CCCc1cc(C(=O)NCc2ccc(OC)cc2)no1	-6	8	-1	1	4	12	-3	4	0.2	-1

Three compounds out of the list above, arranged by the number in PLCb3 inh, ascending:
mol	ARFGAP1 inhibitor	Tn7 DDE FP	PLCb3 inh	Rev-erbA mod	ASAP1 GAP inh	HGIII-sPLA2 inh	DDE Tn6 FP inh	PLC-gamma1 inh	KLK7 zymogen act
Cc1ccc(C(=O)O)cc1-c1ccc(/C=C2\SC(=O)N(CC(=O)Nc3ccc4c(c3)OCO4)C2=O)o1	4	0	-80	5	-5	-18	-6	-51	-0.3
O=[N+]([O-])c1cccc(-c2cc(C(F)(F)F)n3nc(-c4ccccc4)cc3n2)c1	11	4	-8	10	7	2	4	-2	0.4
COc1cc(-n2c(C)nc3cc(C(=O)N4CCN(C(C)=O)CC4)ccc32)cc(OC)c1OC	x	2	1	6	x	4	4	-1	-0.1

Carrying on.
SMILES	ARFGAP1 inhibitor	Tn7 DDE FP	PLCb3 inh	Rev-erbA mod	ASAP1 GAP inh	HGIII-sPLA2 inh	DDE Tn6 FP inh	PLC-gamma1 inh	KLK7 zymogen act	UHRF1 MBD2 ctr
N#Cc1ccc(Oc2nc(C#N)cc(-c3ccccc3)n2)cc1	-2	8	3	-1	-5	-1	5	1	0.1	3
C/C(=C\c1ccccc1)CN1CCC(C(=O)N2CCCCC2)CC1	-6	2	2	0	-4	0	-8	3	-0.3	-1
COc1ccccc1C1CCN(Cc2cccc3ccccc23)CC1	-13	7	-8	-6	-17	11	5	2	-0.4	4
O=C(NCCS(=O)(=O)N1CCN(c2ccccc2)CC1)c1ccc(Br)o1	-1	1	-3	-2	-1	-1	6	-3	0.1	-3
O=C(Cn1nc(-c2ccc(Cl)cc2)ccc1=O)NCCN1CCOCC1	3	3	4	3	0	1	4	2	-0.2	-1
CC(C)OCCCNC(=O)CN1C(=O)CSc2ccc(S(=O)(=O)N3CCOCC3)cc21	0	0	2	4	5	4	3	-4	-0.1	0
O=C(NCCO)/C(=C\c1ccco1)NC(=O)c1cccs1	13	1	-10	4	2	-2	-6	-10	1.0	3
CC1=Nc2ccccc2N=C(NC(=O)CSc2nnnn2-c2ccccc2)C1c1ccccc1 (stereo not given)	7	8	-3	-8	3	6	-8	0	0.0	0
Cc1ccc(NC2=CC(=O)CC(c3ccccc3)C2)cc1 (stereo not given)	15	2	-92	-4	-22	-2	2	-86	0.0	0
CC[C@]12c3[nH]c4cc(-c5ccco5)ccc4c3CCN1C(=O)[C@@H](CC(=O)NCC13CC4CC(CC(C4)C1)C3)C[C@@H]2C(=O)N1CCN(C(=O)c2ccco2)CC1	-6	-1	-395	-7	0	-16	-7	-274	-17	10
O=C(OCC(=O)N1CCN(C(=O)c2ccco2)CC1)c1cn(-c2ccccc2)nc1-c1ccccc1	11	0	4	-6	-10	-11	1	9	0.3	5
COc1ccc2[nH]c3c(c2c1)CCN1C(=O)N([C@@H](C)C(=O)NCCc2ccc(OC)c(OC)c2)C(=O)[C@]31C	9	6	-6	3	-11	-14	9	-6	-0.2	1
CCC(C)NCCOCCOc1ccc(F)cc1 (stereo not given)	-5	6	1	8	7	-2	7	-2	0.3	0
COc1ccc(CC(=O)Nc2c3c(nn2-c2cccc(C)c2C)CS(=O)(=O)C3)cc1	0	-9	6	-1	-6	0	-5	2	0.4	0
CCCN1CCN(C(=O)Cn2ncc3ccccc32)CC1	-3	-2	-6	-18	-2	-5	0	-2	-0.4	1
CN(C)C(=O)CCc1ccc2c3c([nH]c2c1)[C@]1(C)[C@@H](C(=O)N2CCCCC2)C[C@H](CC(=O)NCCC2=CCCCC2)C(=O)N1CC3	1	2	-3	2	-1	10	1	-1	1.3	0
CC(C)COc1ccc(C2NC(=O)NC2=O)cc1 (stereo not given)	3	-4	0	-1	-8	-4	3	1	-0.1	2
Fc1ccccc1COc1ccc(-c2nnn(Cc3ccccc3F)n2)cc1	2	-1	-3	7	3	13	-1	4	-0.2	4
O=C(N/N=C/c1cccc(Oc2ccccc2)c1)c1cccc(Br)c1	-5	-14	4	x	8	-9	-6	3	-1.2	1
COc1cccc(C(c2sc3nc(C)nn3c2O)N2CCc3ccccc3C2)c1 (stereo not given)	-3	0	0	-4	-1	-14	-3	-1	0.4	-1
O=C(NNc1nc2ccccc2s1)c1ccc(F)cc1	-6	11	2	-3	-11	9	-1	0	0.0	-2
C=CCn1c(SCC(C)=O)nc2scc(-c3ccc(C)o3)c2c1=O	1	-1	-7	3	-4	-15	4	-4	-0.8	11
CN(C)C(=O)N1CCN(C(=O)N2CCOCC2)CC1	-1	-1	3	4	-7	7	-6	-5	-0.9	4
NC(c1ccccc1)c1csc(Nc2ccc(C(F)(F)F)cn2)n1 (stereo not given)	1	4	-5	-5	-4	6	0	-1	-0.3	0
Cc1ccc(S(=O)(=O)NCc2ccccc2)cc1C(=O)N1CCCCCCC1	6	2	-6	-1	-11	-8	0	-1	1.4	8
Cc1ccc(Oc2ncccc2COC(=O)Nc2ccccc2C)cc1	-1	4	0	-3	13	-5	-3	1	0.3	4
Cc1cccc(C)c1OCC(=O)N[C@@H](Cc1ccccc1)[C@@H](O)C[C@H](Cc1ccccc1)NC(=O)[C@H](C(C)C)N1CCCNC1=O	x	1	4	-4&-2	x	-14	3	8	0.3	-3
O=C(Cc1ccc(F)cc1)N/N=C/c1ccc(-c2ccc(Cl)c(C(=O)O)c2)o1	5	5	-4	-3	-17	-2	4	-4	0.2	-1
O=C(CCc1ccc(O)cc1)NNC(=S)NCCc1ccccc1	6	-5	-6	-5	-7	8	1	0	-0.2	-1
COc1ccc(F)cc1S(=O)(=O)Nc1ccncc1	-7	-4	-1	0	0	-15	-3	-4	-0.2	-2
C[C@H](CO)N1C[C@H](C)[C@@H](CN(C)C(=O)NC2CCCCC2)Oc2c(cccc2N(C)C)C1=O	-6	-5	0	3	4	2	-3	-3	1.0	-1
COc1ccc(C(C(=O)NC2CCCC2)N(CC2CCCO2)C(=O)Cc2cccs2)cc1OC (stereo not given)	-12	0	-1	1	-7	-6	2	1	1.1	0
CCN(CC(=O)NCCCN1CCOCC1)S(=O)(=O)c1cc(Cl)ccc1Cl	7	-1	-6	1	5	15	7	1	0.1	1
CCc1ccc(/C([O-])=C(/C(=S)NCCN2CCOCC2)[n+]2ccccc2)cc1	-8	7	-24	0	4	3	0	-11	-0.2	-1
Cc1ccc(NC(=O)C(=O)NN=C2CCCC2)cc1C	7	5	1	-3	-3	10	14	3	-0.5	-2

Reprinted from the entries so far (five entries):
SMILES	ARFGAP1 inhibitor	Tn7 DDE FP	PLCb3 inh	Rev-erbA mod	ASAP1 GAP inh	HGIII-sPLA2 inh	DDE Tn6 FP inh	PLC-gamma1 inh	KLK7 zymogen act	UHRF1 MBD2 ctr
O=C(CCc1ccc(O)cc1)NNC(=S)NCCc1ccccc1	6	-5	-6	-5	-7	8	1	0	-0.2	-1
COc1ccc(F)cc1S(=O)(=O)Nc1ccncc1	-7	-4	-1	0	0	-15	-3	-4	-0.2	-2
C[C@H](CO)N1C[C@H](C)[C@@H](CN(C)C(=O)NC2CCCCC2)Oc2c(cccc2N(C)C)C1=O	-6	-5	0	3	4	2	-3	-3	1.0	-1
COc1ccc(C(C(=O)NC2CCCC2)N(CC2CCCO2)C(=O)Cc2cccs2)cc1OC (stereo not given)	-12	0	-1	1	-7	-6	2	1	1.1	0
CCN(CC(=O)NCCCN1CCOCC1)S(=O)(=O)c1cc(Cl)ccc1Cl	7	-1	-6	1	5	15	7	1	0.1	1
